Screening results as filed in PubChem BioAssay.
Chronic BCR inh: blocks chronic active B-cell receptor signaling | Potency, µM (top dose mostly 46.1 µM), for the others: top-dose ratio change, negative = lower green/red ratio, hits mostly inhibitors | hit rate 0.05% among 340,000 | ABC-DLBCL IkBa-CBG/CBR reporter, luminescence ratio, 4 h; active = well fitted inhibition curve with a large enough effect in the signal ratio, with a control signal flat, not every such curve was filed as active; inconclusive = small, poorly fitted or top-dose-only effect, or effect the other way, or a change in a side signal; the % refers to the signal ratio;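 note: potency is the fitted concentration of half-maximal effect; plate controls were basal doxycycline-induced cells for no effect and cells given 10 µM MG132 for full effect; MG132 reads +100%, hits lower the ratio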
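TMD8 ABC-DLBCL cells carrying doxycycline-inducible green luciferase fused to IkappaBalpha plus unfused red luciferase were exposed to compounds (up to 46 uM) for 4 hrs at 37C. Activity came from the overlap-corrected green/red luminescence ratio.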
Tb PFK inh: inhibitors of T. brucei phosphofructokinase; O15648; T. brucei PFK, ADP-Glo luminescence; Potency, µM (titrated, usually from 57.5 µM), inactives show at the highest dose activity, negative = inhibition, hits mostly inhibitors; hit rate 0.17% among 330,000; AID 485367;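 note: potency is the fitted concentration of half-maximal effect; 0% = uninhibited 1x PFK enzyme wells and -100% = no-enzyme wells; nearly all actives have a fitted effect of over 60% in size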
Target sequence (O15648 whole entry, looked up): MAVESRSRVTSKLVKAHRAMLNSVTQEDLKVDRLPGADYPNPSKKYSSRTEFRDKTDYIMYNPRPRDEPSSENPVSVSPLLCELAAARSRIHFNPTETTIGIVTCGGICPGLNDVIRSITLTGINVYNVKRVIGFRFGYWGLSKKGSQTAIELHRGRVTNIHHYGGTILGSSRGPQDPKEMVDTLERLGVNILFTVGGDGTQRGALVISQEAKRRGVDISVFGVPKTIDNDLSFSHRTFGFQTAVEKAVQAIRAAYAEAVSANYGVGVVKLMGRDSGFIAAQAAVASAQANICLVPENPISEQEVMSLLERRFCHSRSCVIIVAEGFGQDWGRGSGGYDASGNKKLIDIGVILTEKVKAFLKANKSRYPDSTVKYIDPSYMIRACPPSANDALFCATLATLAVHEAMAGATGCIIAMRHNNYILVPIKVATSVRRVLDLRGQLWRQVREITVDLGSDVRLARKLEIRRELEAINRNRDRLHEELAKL
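In TEA buffer at pH 8.0 with 5 mM MgCl2, enzyme (1.25 nM) converted F6P (0.5 mM) and ATP (0.1 mM) for 45 min at room temperature. ADP product was read by luciferase luminescence.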
TSG101-PTAP inh: blocks PTAP/TSG101 interaction to inhibit HIV-1 budding | Q99816 | Fluorescence polarization, FITC-PTAP peptide / Tsg101 binding | Potency, µM (top dose mostly 115 µM), without a hit: at the top dose activity change, negative = inhibition, hits mostly inhibitors | 340,000 tested, under 10 active; active = well fitted inhibition curve with a large enough effect in the main read-out, with a control signal flat, not every such curve was filed as active; inconclusive = small, poorly fitted or top-dose-only effect, or effect the other way, or a change in a side signal; inactive = no such curve, though single readings can be large or run the other way; note: potency is the fitted concentration of half-maximal effect; % of control where 0% means no effect
Target sequence (Q99816 whole entry, looked up): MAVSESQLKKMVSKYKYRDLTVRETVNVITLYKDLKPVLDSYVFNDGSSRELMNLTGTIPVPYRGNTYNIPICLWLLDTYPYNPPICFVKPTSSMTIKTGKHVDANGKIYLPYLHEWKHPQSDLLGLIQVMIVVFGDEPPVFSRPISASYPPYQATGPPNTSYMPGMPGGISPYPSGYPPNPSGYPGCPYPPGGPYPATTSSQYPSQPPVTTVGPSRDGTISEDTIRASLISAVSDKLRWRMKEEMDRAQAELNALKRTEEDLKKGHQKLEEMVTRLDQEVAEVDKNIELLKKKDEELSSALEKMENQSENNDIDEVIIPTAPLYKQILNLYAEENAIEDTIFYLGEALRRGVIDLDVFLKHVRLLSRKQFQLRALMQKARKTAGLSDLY
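Fluorescence polarization binding of Tsg101 binding domain (10 uM final) to FITC-labeled PTAP peptide (50 nM final) in HEPES pH 7.5 buffer with NaCl, Tween 20, EDTA, TCEP. Compounds added before peptide; binding 20 min at RT.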
Eya2 phos inh: blocks the phosphatase activity of human Eya2. O00167. recombinant Eya2, OMFP fluorescence dephosphorylation (OMFP is methylfluorescein phosphate). Potency, µM (series often up to 76.9 µM), without a hit: at the top dose activity, negative = inhibition, most hits filed as inhibitors. hit rate 0.006% among 330,000. AID 488837; note: potency is the fitted concentration of half-maximal effect; % is set by controls: 0 for no effect and ±100 for the full control effect
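Eya2 protein (added as 0.2 uM solution) was preincubated with compound for 10 min at ambient temperature in 50 mM HEPES pH 7.5, 50 mM NaCl, 5 uM MgCl2, 0.05% BSA, 1 mM DTT. OMFP (added at 50 uM) then reacted 10 min; fluorescence read at 485/525 nm.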
A-T KAP1 phos: potential ataxia-telangiectasia treatments restoring KAP-1 phosphorylation | […] A-T fibroblasts, KAP-1 phosphorylation AlphaLISA; neocarzinostatin DNA damage 30 min before lysis | Potency, µM (top dose mostly 57.5 µM), without a hit: top-dose activation, most hits filed as activators | hit rate 0.19% among 320,000 | AID 485349; note: potency is the fitted concentration of half-maximal effect; % of control where 0% means no effect; nearly all actives have a fitted effect of over 45% in size
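hTERT-immortalized A-T patient fibroblasts ([…]), 500 cells/well in OPTI-MEM, 1% FBS, got compounds for 60 min, then NCS for 30 min at 37C. Lysates were then assayed for phospho-KAP-1 by AlphaLISA (anti-pKAP1 donor, anti-KAP1 acceptor beads), 6 hr at 25C.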
ASM inhibitor: inhibitors of human secretory acid sphingomyelinase; P17405; placental ASM, HMU-PC fluorogenic substrate, 60 min; Potency, µM (highest dose often 57.5 µM), for the others: at the top dose activity change, negative = inhibition, actives largely listed as inhibitors; hit rate 0.006% among 340,000; AID 504937; note: potency is the fitted concentration of half-maximal effect
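HMU-PC0 cleavage (9 uM final) by human placental ASM, 60 min at 37 °C following 10 min compound exposure at RT; stopped at pH 10, fluorescence Ex 386/Em 447 nm.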
ELG1 repair inh: blocks ELG1-dependent DNA repair in HEK293T cells; HEK293T ELG1-luciferase reporter, luminescence, 16 h; DNA damage induced by 5-fluorouridine; Potency, µM (highest dose often 46.1 µM), inactives show at the highest dose activity change, negative = inhibition, actives largely listed as inhibitors; hit rate 2.3% among 330,000; AID 504467; note: potency is the fitted concentration of half-maximal effect; % is set by controls: 0 for no effect and ±100 for the full control effect; nearly all actives have a fitted effect of over 55% in size
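5-Fluorouridine DNA damage + compound/DMSO, 2,000 cells/well, 16 h, 37 °C/5% CO2. ONE-Glo, 30 min RT, luminescence. Readout = decrease in reporter signal.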
Integrin act MD: activators of alpha7 integrin expression for muscular dystrophy; Potency, µM (titrated, usually from 38.3 µM), for the others: top-dose activation, usual class: activators; alpha7betagal myoblasts, beta-gal FDG fluorescence, 48 h; hit rate 0.064% among 350,000;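 note: potency is the fitted concentration of half-maximal effect; 100% = response of the positive control SU9516; nearly all actives have a fitted effect of over 60% in size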
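Alpha7betagal+/- myoblasts (passage 13) were plated 16-24 hr, then exposed to compounds (1:260 dilution of DMSO stock) for 48 hours at 37C. After MPER lysis, β-galactosidase reporter activity was read as FDG fluorescence (ex 480/em 540) after 30 minutes.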
TCR activator: activators of T cell receptors. primary human leukocytes, anti-CD3, IL-2 HTRF, 48 h. Potency, µM (titrated, usually from 9.22 µM), for inactives: at the top dose activation of IL-2 secretion, hits mostly activators. 330,000 tested, under 10 active; note: % of control where 0% means no effect
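Compounds are tested in HTS on primary human leukocytes co-incubated with a-CD3 beads for 48 hr. IL-2 output is measured by time-resolved FRET.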
Mito fusion yeast: inhibitors of mitochondrial division or activators of mitochondrial fusion; S. cerevisiae fusion-defective mutant growth rescue, CellTiterGlo 48 h; Potency, µM (titrated, usually from 46.1 µM), for the others: at the top dose growth rescue (activation), hits mostly activators; hit rate 0.23% among 320,000;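 note: potency is the fitted concentration of half-maximal effect; % of control where 0% means no effect; nearly all actives have a fitted effect of over 45% in size; temperature-sensitive fusion mutants such as fzo1-1 at 37 °C on non-fermentable ethanol glycerol medium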
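Luminescent cell viability in 1536-well qHTS format served as the measure of rescued growth in ts fusion-mutant S. cerevisiae cultured on non-fermentable YPEG for 48 hours at 37C.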
TSHR antagonist: human thyrotropin receptor antagonism; P16473; TSHR-expressing cells, TSH-stimulated cAMP HTRF, 2 h; hits give low values; activity change, negative = inhibition, % at 11.5 µM; hit rate 0.2% among 330,000;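 active = activity change below a set negative limit, meaning inhibition stronger than a set level, cut at about -70% in these data; inconclusive = activity change between two set negative limits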; note: % is set by controls: 0 for no effect and ±100 for the full control effect
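Freshly harvested TSHR cells receive pin-tooled compound, then EC80 TSH at 4nM final. After 2 hours at 37 deg C, antibody in lysis buffer and cAMP-d2 are added; 30 minutes at ambient temperature precede the HTRF read.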
* = called active by the depositor; i = inactive; ? = inconclusive; nt = no result given; & = joins results of further samples; [ ] = dose if it differs, or a comment. Unless noted, calls come from the whole dose curve; as a rule, active = well fitted curve in the direction sought with a large enough effect; inconclusive = small, poorly fitted or top-dose-only effect, or another doubt; inactive = no such curve, though single readings can be large; an effect the other way counts as inactive or inconclusive.

SMILES | Chronic BCR inh | Tb PFK inh | TSG101-PTAP inh | Eya2 phos inh | A-T KAP1 phos | ASM inhibitor | ELG1 repair inh | Integrin act MD | TCR activator | Mito fusion yeast | TSHR antagonist
CCOC(=O)c1c(N)n(CCN2CCCCC2)c2nc3ccccc3nc12 | 11% | 3% | -4% | 1% | 5% | i | ? | -42% | nt | -7% | -4
CCCCn1c(O)c(/C=C/C=Nc2ccccc2)c(=O)[nH]c1=O | -3% | -16% | ? | 3% | -4% | 1% | 8% | -2% | 0%[46.1 µM] | -6% | 3
COC(=O)CC(NC(=S)N1CC2C[C@@H](C1)Cn1c2cccc1=O)C(=O)OC (some centres not stated) | 1% | -1% | -2% | 5% | 7% | 2% | -4% | 26% | 3% | -3% | -6
CC1(C)CC(=O)C(C2(O)C(=O)NC(=O)NC2=O)=C(O)C1 | 7% | 1% | -9% | 16% | 12% | 6% | 9% | 5% | 3% | 0% | 4
O=c1c2ccccc2nc(/C=C/c2ccccc2F)n1-c1ccccc1O | ? | 19% | -3% | 3% | -9% | -2% | ? | 8% | -8% | 27% | 22
CCC(C)C12CN3CCN(CC(C)(C3)C1=O)C2 (configuration not stated) | -2% | 2% | -4% | 9% | nt | 2% | 19% | 1% | -15% | 2% | 19
CCCC12CN3CN(C1)CC(CCC)(C3)C2O (configuration not stated) | 0% | 1% | -7% | 8% | -1% | -1% | 3% | -6% | -19% | 0% | -8
O=C(O)c1nn(Cc2ccc(Cl)cc2Cl)c2ccccc12 | 4% | -1% | -3% | 20%&24% | -1% | -2% | -13% | nt | -9% | ? | -15&-5
O=c1[nH]c(=O)n(-c2ccc(F)cc2)c(O)c1C=Nc1ccccc1N1CCCC1 | 2% | 0% | 23% | 4% | 1% | 5% | 0% | -14% | 7% | 0% | -2
Oc1ccccc1-[n+]1c(-c2ccccc2)cc(-c2ccccc2)cc1-c1ccccc1 | ? | -9% | 1% | -1% | -2% | -7% | ? | -51% | -9% | 5% | -1
C[n+]1ccc(-c2ccncc2)cc1 | 0% | 2% | 0% | -4% | 2% | 2% | 3% | -2% | 4% | 2% | -1
N#CC(C#N)=Cc1ccc(N2CCCC2)cc1 | 0% | -2% | 2% | 5% | 2% | -2% | 6% | -12% | -1% | -3% | 6
CCCCn1c(O)c(C(CC)=NCc2cccnc2)c(=O)[nH]c1=O | 6% | 0% | -1% | -23% | -1% | 0% | -7% | 6% | 0% | 0% | 23
O=C1NC(=O)C2(Cc3ccccc3N3CCOCC32)C(=O)N1c1ccccc1 (configuration not stated) | 3% | 2% | -9% | 11% | nt | 2% | -13% | -13% | -3% | 0% | 4
O=C(COC(=O)c1ccccc1)Nc1ccc(Cl)cc1C(=O)c1ccccc1 | 0% | -1% | 0% | 3% | 10% | -2% | 6% | -1% | -6%[46.1 µM] | -1% | 10
Cc1[nH]c2ccccc2c1C1=CCNCC1 | ? | -4% | 5% | 12% | nt | 2% | ? | 14%[7.66 µM] | nt | -8% | 32
O=C1NC(=O)N(c2ccc(F)cc2)C(=O)/C1=C/c1ccc(N2CCOCC2)cc1 | 0% | 0% | -6% | -6% | -2% | -1% | -11% | ? | 3% | -1% | 7
CC(=NCc1ccco1)c1c(O)n(-c2ccccc2C)c(=O)[nH]c1=O | 3% | -9% | -2% | 9% | -6% | -1% | -14% | ? | -2% | 5% | 0
O=C(CSc1ncnc2c1nnn2-c1ccc(F)cc1)NCC1CCCO1 (configuration not stated) | -6% | 2% | -8% | 1% | -1% | 1% | ? | -48%[inhibitor] | -12% | -5% | -9
CCC1(CC)C(=O)N(Cc2ccccc2)C(=O)N(Cc2ccccc2)C1=O | ? | 2% | -8% | -3% | nt | -7% | -17% | 15% | -5% | 8% | -4
COc1ccc(CN2CCN(c3ccccc3F)CC2)c(OC)c1 | 0% | -3% | nt | -5% | 5% | nt | 1% | nt | nt | -5% | 8
COCC(=O)O[C@]1(CCN(C)CCCc2nc3ccccc3[nH]2)CCc2cc(F)ccc2[C@@H]1C(C)C | ? | 3% | -4% | -3%&-17% | -3% | -4% | ? | nt | -2% | -81%&-46%[inhibitor] | -13&0
COc1cc2c(cc1OC)-c1c(OC)c(OC)cc3c1[C@H](C2)N(C)CC3 | ? | 0% | nt | -7% | -4% | 12% | 0% | 11% | -7% | -7% | -21
COc1ccc(C2/C=C\CN(C(=O)C3CC3)[C@H](Cc3ccccc3)C(=O)N2Cc2ccc(F)cc2)cc1 (some centres not stated) | ? | 0% | -18% | -11% | -3% | -11% | 6% | -20% | -2% | -47%[inhibitor] | -11
Cc1ccsc1C(=O)C1CCCN(Cc2cccc(-n3cccn3)c2)C1 (configuration not stated) | -15% | 0% | 0% | -7% | 8% | 2% | ? | 0% | -3% | -2% | 10
COc1ccc(NC2=NCC(C)S2)cc1 (configuration not stated) | ? | -2% | 1% | -22% | -1% | 5% | -2% | 20% | 2% | 0% | -3
COc1cc(OC)c2c(c1)OCC1CON(C)C21 (configuration not stated) | -7% | -3% | -5% | 8% | 0% | 3% | -6% | 7% | -19% | -5% | 4
CCCCc1ccc(C(=O)O)nc1 | -9% | -5% | -1% | 11%&2% | 18% | 3% | 12% | nt | 1% | 8%&19% | ?
CN1C(=O)N(C)C(=O)C2(Cc3c(nc4ccccn4c3=O)N3CCc4ccccc4C32)C1=O (configuration not stated) | -2% | 0% | -12% | -27% | 4% | 1% | -12% | -7% | nt | 2% | -3
Cc1cc(/C=C2\C(=O)NC(=O)N(C)C2=O)c(C)n1-c1ccc2c(c1)OCO2 | -1% | 1% | -1% | -7% | 0% | -2% | 1% | -4% | -7% | 1% | 6
O=C(Cn1cnc2sc3c(c2c1=O)CCCC3)NCCCC(=O)N1CCC2(CC1)OCCO2 | ? | 3% | -7% | 16% | -1% | 3% | 0% | 6% | -5% | -3% | -1
CSc1ncc(CN2CCCC(C(=O)c3cccc(Cl)c3)C2)cn1 (configuration not stated) | ? | 0% | 1% | -14% | -1% | 15% | -16% | -3% | 8% | 3% | 0
O=C(O)CCCCC1SCC2NC(=O)NC21 (configuration not stated) | ? | 0%&1% | 1% | -22%&-18% | -1%&-3% | 5% | 12%&-8% | 7% | 0% | 1%&-5% | 0&13
CN(CCCCC(=O)/C=N/O)Cc1ccccc1 (tested in a mixture with another compound) | -1% | -4% | -8% | 14% | 3% | -5% | 9% | -8% | nt | -1% | 5
CCOC(=O)C1CCN(/C=C2/C(=O)NC(=O)N(Cc3ccco3)C2=O)CC1 | -1% | ? | -1% | -6%[15.4 µM] | -5% | 0% | 3% | 22% | 4% | 3% | 3
Cn1c(O)c(C=NCCCN2CCCC2=O)c(=O)n(C)c1=O | 6% | 3% | -8% | -2% | 8% | 4% | -2% | -27% | -1% | -10% | 5
CN1CCN(c2ccc([N+](=O)[O-])c(Sc3ccccn3)c2)CC1 | ? | 0% | 2% | 7% | -13% | -9% | 4% | -21% | -1% | 1% | -5
Cc1ccccc1-n1c(/C=C/c2ccccn2)nc2ccccc2c1=O | ? | -4% | -6% | -28% | -5% | -1% | ? | 2% | -5% | ? | -4
CCCCn1c(O)c(C(C)=Nc2cccc(C(=O)O)c2)c(=O)[nH]c1=O | ? | 0% | -8% | 2% | -4% | 4% | 13% | 8%[7.66 µM] | -3% | 1% | -6
Cn1c(C(=O)N2CCC(C(=O)N3CCC4(CC3)OCCO4)CC2)cc2sccc21 | -29% | 3% | 1% | -1% | nt | 0% | -10% | -2% | 2% | 1% | 1
COc1ccc(NC2(C#N)CCCCC2)cc1 | 5% | 0% | -9% | 4% | 0% | 7% | -6% | 12% | -7% | 4% | 11

A portion of the library, so the mix of outcomes need not match the whole.
